MOR-DOR inv ag = inverse agonists of human mu-delta opioid receptor heterodimerization; P35372+P41143; cell-based MOR-DOR heterodimer luminescence, inverse agonism; inhibition, % at 9.3 µM; actives 0.21% (n = 340,000); in the data active = inhibition above about 22%, passing the limit was not always enough;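 note: 0% = cells with DMSO and 100% = wells without cells with DMSO; values of inactives mirror those of a sister screen read the other way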
V-ATPase pH = yeast V-ATPase proton transport regulation by pHLuorin; AID 504577; S. cerevisiae, pHLuorin cytosolic pH fluorescence; actives 0.37% (n = 350,000); response, % at 10 µM; in the data active = response mostly above about 7.3%, no sharp cut-off; inactive = mostly below about 5.4%; note: actives read high; inactives centre near 0; some compounds called inactive have numbers as strong as hits; reference of the scale not given here
PKA-R1A activ = activates the PKA-R1A holoenzyme complex | PKA-R1A dissociation, Cy5-IP20 fluorescence polarization; scaled: DMSO 0%, 113 µM cGMP 100% | activation, % at 11.4 µM | AID 504707 | P00514+P68181 | actives 0.083% (n = 340,000);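 active = percent activation above the mean of all tested compounds plus 3 SD, cut at about 19% in these data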;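 note: higher means more PKAc released from R1A so a rise in polarization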
HTR5A ag ctr = counter-screen for OPRM1-OPRD1 agonists: human HTR5A agonism; P47898; actives 0.61% (n = 340,000); HTR5A agonist assay, luminescence, cell-based; activation, % at 9.3 µM; AID 504692; in the data active = activation mostly above about 9.5%, no sharp cut-off; inactive = mostly below about 7.6%;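 note: 0% = cells with vehicle only and 100% = reference agonist; strong numbers were not always called active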
DSG3 Ab inh = inhibitors of pemphigus antibody binding to human desmoglein-3 | binding (percent of control), % at 10 µM | actives 0.48% (n = 310,000) | DSG3-coupled beads, scFv-anti-DSG3-GFP binding, flow cytometry; active compounds read low;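 active = binding more than 3 SD below its plate's average and above zero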;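 note: hits lower antibody fragment binding to DSG3; some compounds called inactive have numbers as strong as hits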
OPRM1-OPRD1 ag = OPRM1-OPRD1 heterodimerization agonism; P35372+P41143; cells, luminescence; activation, % at 9.3 µM; actives 0.3% (n = 340,000); AID 504326; in the data active = activation above about 18%;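 note: 0% = vehicle-treated cells and 100% = reference agonist; values of inactives mirror those of a sister screen read the other way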
Arrestin-AP2 inh = human beta-arrestin and AP2 interaction inhibition. FITC-arrestin peptide / GST-AP2 beads, flow cytometry; AP2 beta2 appendage carries R879A mutation. inhibition, % at 10 µM. actives 0.31% (n = 340,000). AID 504490;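 active = inhibition above a set limit, near 3 SD of compounds lacking own fluorescence, cut at about 54% in these data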;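 note: plate controls were DMSO wells for no effect and 5 µM unlabelled arrestin peptide for full effect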
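System: GST-AP2 R879A bound to glutathione beads, E. coli-expressed. Also added: 50 nM FITC-arrestin peptide. Schedule: compound with beads 12 min RT, then probe 1 h RT. Signal: bead flow cytometry, FITC channel. Read-out basis: percent response.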
HTR5A inv ctr = HTR5A inverse agonism, opioid heterodimer counter-screen; HTR5A cell line, luminescence; inhibition, % at 9.3 µM; actives 0.083% (n = 340,000); in the data active = inhibition mostly above about 23%, no sharp cut-off; inactive = mostly below about 18%;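 note: 0% = cells with DMSO and 100% = no-cell wells with DMSO; some compounds called inactive have numbers as strong as hits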
DAGLB inh = blocks human DAGLB lipase activity; Q8NCG7; HEK293T DAGLB membrane lysate, EnzChek fluorogenic substrate; inhibition, % at 5.17 µM; actives 0.059% (n = 340,000); AID 504411; in the data active = inhibition above about 34%;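 note: 0% = enzyme with vehicle and 100% = wells lacking enzyme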
Target sequence (Q8NCG7 whole entry, looked up): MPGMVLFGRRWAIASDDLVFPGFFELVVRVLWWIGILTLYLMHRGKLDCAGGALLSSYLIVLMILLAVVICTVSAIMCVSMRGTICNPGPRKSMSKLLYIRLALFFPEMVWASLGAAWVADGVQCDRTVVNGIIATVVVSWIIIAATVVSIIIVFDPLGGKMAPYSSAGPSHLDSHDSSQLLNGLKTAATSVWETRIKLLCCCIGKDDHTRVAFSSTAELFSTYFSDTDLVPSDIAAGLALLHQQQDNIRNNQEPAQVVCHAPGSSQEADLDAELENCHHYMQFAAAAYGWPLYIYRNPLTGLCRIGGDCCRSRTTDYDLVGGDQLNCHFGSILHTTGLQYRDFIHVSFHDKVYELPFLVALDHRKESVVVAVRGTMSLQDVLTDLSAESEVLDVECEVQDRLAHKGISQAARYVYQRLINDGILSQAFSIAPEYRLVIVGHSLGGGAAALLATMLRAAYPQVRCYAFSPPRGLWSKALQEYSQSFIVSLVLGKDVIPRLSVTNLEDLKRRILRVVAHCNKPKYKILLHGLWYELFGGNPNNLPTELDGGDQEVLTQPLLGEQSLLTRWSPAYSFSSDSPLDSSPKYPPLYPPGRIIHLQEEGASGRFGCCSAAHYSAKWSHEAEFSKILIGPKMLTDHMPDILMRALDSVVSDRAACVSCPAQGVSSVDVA
PKA-R2B act = PKA-R2B complex activation. P22694+P31323. PKA-R2B holoenzyme dissociation, Cy5-IP20 fluorescence polarization; R2B truncated from residue 108, S112A mutant; 0% DMSO only, 100% 113 µM cGMP. activation, % at 11.4 µM. actives 0.079% (n = 340,000). AID 504700;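 active = activation above a cutoff set at the mean over all compounds plus 3 SD, cut at about 18% in these data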;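 note: higher means more holoenzyme dissociation and a rise in polarization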
Target sequence (P31323 whole entry, looked up, other chains not shown, the tested form may be a part): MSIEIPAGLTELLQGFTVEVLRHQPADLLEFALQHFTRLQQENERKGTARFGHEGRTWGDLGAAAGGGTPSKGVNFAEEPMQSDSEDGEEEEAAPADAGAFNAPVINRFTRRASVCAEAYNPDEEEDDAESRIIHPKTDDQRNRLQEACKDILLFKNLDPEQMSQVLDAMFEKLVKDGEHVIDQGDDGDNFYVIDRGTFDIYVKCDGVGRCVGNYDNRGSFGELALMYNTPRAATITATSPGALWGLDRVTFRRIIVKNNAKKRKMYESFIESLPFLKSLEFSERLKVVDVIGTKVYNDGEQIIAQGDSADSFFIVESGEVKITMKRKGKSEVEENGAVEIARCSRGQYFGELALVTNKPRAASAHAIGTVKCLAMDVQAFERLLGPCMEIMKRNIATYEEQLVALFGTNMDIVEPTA
Active calls of the source: *; / = not tested or not shown. Compounds as they come; about 2.4% have a hit in one of these screens.

SMILES	MOR-DOR inv ag	V-ATPase pH	PKA-R1A activ	HTR5A ag ctr	DSG3 Ab inh	OPRM1-OPRD1 ag	Arrestin-AP2 inh	HTR5A inv ctr	DAGLB inh	PKA-R2B act
COc1ccc(C(=O)CCC(=O)Nc2cccc(Cl)c2)cc1	12.8	-0.3	-18.5	6.2	96.9	-2.3	4.4	-17.6	-4.3	-5.0
Cc1cc(=O)oc2cc(OC(C)C(=O)N3CCOCC3)c(Cl)cc12 (stereo not drawn)	/	-2.3	9.6	/	101.3	/	/	/	-0.9	-7.3
O=[N+]([O-])c1ccc(NN=C2CCCCC2)c([N+](=O)[O-])c1	-2.6	0.0	-15.6	2.9	110.9	0.5	0.1	-11.4	-0.2	-5.6
Cc1ccc(NC(=O)c2cc(-c3cc(C)c(C)cc3O)n[nH]2)cc1C	-2.3	-3.7	-3.5	-2.0	104.9	0.5	1.9	7.2	-4.0	-6.2
O=C(C1CCCCC1)N1CCN(c2ncccn2)CC1	7.4	-2.7	-3.6	2.9	93.3	-1.3	-0.9	-41.5	-1.6	4.7
CCCc1[nH][nH]c(=O)c1C(c1cccc(Cl)c1)C(C#N)C#N (stereo not drawn)	11.7	-2.8	-13.5	8.5	96.0	-1.9	20.4	-22.8	-2.4	-6.9
O=C(c1cnccn1)N(Cc1ccco1)C1(C(=O)NC2CCCC2)CCCCC1	20.1	-88.2	-3.2	-1.9	/	-3.2	-0.1	-15.8	0.9	-3.4
Cc1cccc(C(=O)NC(=S)NCc2cccnc2)c1	-0.4	-1.0	-3.8	2.8	101.0	0.1	-27.7	0.3	-0.3	4.9
CN(C)c1ccc(/C=C2\N=C(C(C)(C)C)OC2=O)cc1	-19.5	3.5	0.0	1.6	106.9	3.7	0.7	-6.5	-1.7	5.9
COc1ccc(CNC(=O)C2CCN(S(=O)(=O)c3ccc4c(c3)CC(C)N4C(=O)C3CC3)CC2)cc1 (stereo not drawn)	8.6	0.0	-10.0	2.0	/	-1.7	-4.0	16.8	-0.1	-3.5
O=C(NCCCCC(NC(=O)C1CCCCC1)C(=O)O)c1ccccc1 (stereo not drawn)	10.5	2.4	9.6	0.7	96.2	-2.0	7.8	6.2	-3.5	4.5
Cc1ccccc1N(C)S(=O)(=O)c1ccc2[nH]cc(C(=O)NCC3CCCO3)c(=O)c2c1 (stereo not drawn)	-1.6	-0.1	-0.4	1.5	102.0	0.3	-8.5	9.6	2.3	-2.1
Cc1ccc(S(=O)(=O)NCc2cn3c(C)csc3n2)cc1	9.5	-3.2	-5.1	1.2	105.5	-1.9	10.6	-2.9	-0.6	-5.8
C=CCOc1ccc(CNn2cn[nH]c2=S)cc1	-7.0	1.1	-7.3	5.4	100.0	1.1	-7.4	-14.2	1.4	-5.7
CC1CC(C)(C)CC2(C1)NC(=S)N(c1ccccc1)N2 (stereo not drawn)	12.3	1.2	-3.1	-1.9	94.8	-2.5	1.4	4.9	-4.0	-4.5
CCOc1ccc(NC(=O)c2ccc(CC)s2)c([N+](=O)[O-])c1	-4.7	0.9	-13.3	1.8	114.7	1.0	10.0	-4.3	-8.5	-3.0
Cc1cc(NC(=O)CCC(=O)N(CC(=O)NCC2CCCO2)c2ccccc2)no1 (stereo not drawn)	12.3	-2.8	6.2	6.9	96.0	-2.0	22.7	-7.7	-2.5	-5.0
COC(=O)c1cc(C#N)c(N2CC(C)OC(C)C2)nc1C (stereo not drawn)	0.7	-2.8	-5.8	1.2	104.4	-0.1	14.7	7.4	-5.4	-6.8
Cc1nc(N2CCOCC2)[nH]c(=O)c1[N+](=O)[O-]	-1.1	0.2	-1.5	-2.5	97.1	0.2	16.5	7.8	4.6	-9.6
Cc1ccc(S(=O)(=O)N2CCOCC2)cc1C(=O)N1c2ccccc2Sc2ccccc21	3.2	3.0	0.8	0.2	/	-0.8	-4.4	5.1	-0.9	-2.5
O=c1cnn(Cc2c(Cl)cccc2Cl)c2ccccc12	-2.0	-2.4	-0.3	-3.6	98.1	0.3	13.4	8.7	1.9	11.1
COc1ccc(C(c2c(O)cc(C)oc2=O)c2c(O)cc(C)oc2=O)cc1	3.8	5.1	-8.8	2.0	101.2	-0.7	2.9	3.4	3.2	-1.5
CC(CCc1ccco1)NC(=O)CCc1nnc2ccc(NCc3ccccc3Cl)nn12 (stereo not drawn)	6.0	4.6	0.2	-0.3	103.8	-1.1	-9.3	-17.7	-2.0	-6.4
CCOC(=O)c1ccc(NC(=O)Nc2ccc(OC)c(OC)c2)cc1	-32.9	7.9	-9.9	-0.1	107.7	5.3	2.4	2.0	0.2	-8.8
COc1ccc(C2=NN(S(C)(=O)=O)C(c3ccc4nccnc4c3)C2)cc1 (stereo not drawn)	5.4	0.9	-5.2	1.2	105.3	-1.0	/	-4.6	-0.4	0.2

For reference, 2 of the compounds above.
SMILES	MOR-DOR inv ag	V-ATPase pH	PKA-R1A activ	HTR5A ag ctr	DSG3 Ab inh	OPRM1-OPRD1 ag	Arrestin-AP2 inh	HTR5A inv ctr	DAGLB inh	PKA-R2B act
CCOC(=O)c1ccc(NC(=O)Nc2ccc(OC)c(OC)c2)cc1	-32.9	7.9	-9.9	-0.1	107.7	5.3	2.4	2.0	0.2	-8.8
COc1ccc(C2=NN(S(C)(=O)=O)C(c3ccc4nccnc4c3)C2)cc1 (stereo not drawn)	5.4	0.9	-5.2	1.2	105.3	-1.0	/	-4.6	-0.4	0.2

Remaining list, next part.
SMILES	MOR-DOR inv ag	V-ATPase pH	PKA-R1A activ	HTR5A ag ctr	DSG3 Ab inh	OPRM1-OPRD1 ag	Arrestin-AP2 inh	HTR5A inv ctr	DAGLB inh	PKA-R2B act
COc1ccc(/C=C/C(=O)OCC(=O)NC2CCCC(C)C2C)cc1 (stereo not drawn)	-4.4	-0.3	-11.7	2.2	113.1	1.1	14.8	-5.3	-3.3	12.2
COc1ccc(CN(C)C(=O)Cc2ccsc2)c(OC)c1OC	12.5	-1.6	4.9	-3.4	106.8	-2.4	20.1	9.1	-1.0	-11.8
COc1ccc(C(C(=O)NCC2CCCO2)N(C(=O)CNC(=O)c2ccco2)c2cc(C)cc(C)c2)cc1OC (stereo not drawn)	10.1	1.5	-1.9	1.6	/	-1.3	1.8	-4.4	2.4	2.6
Cc1nnc(NC(=O)CSc2ccccn2)s1	6.4	0.9	0.0	0.3	105.4	-1.2	5.4	21.0	-0.6	-6.1
Cc1ncsc1CCOC(=O)C12CC3CC(CC(C3)C1)C2	-32.1	0.4	-2.9	11.0	/	5.5	3.6	-28.8	-3.6	-2.5
CCSc1nc(NCCN(C)C)c2c3c(sc2n1)COC(C)(CC)C3 (stereo not drawn)	-21.0	-0.9	2.1	0.8	103.0	4.1	-8.3	-3.0	2.5	-2.9
COC(=O)CCc1ccc(O)cc1	1.4	-2.4	-10.8	-1.5	103.6	-0.3	12.2	26.8	-2.6	-3.5
COc1ccc(OC)c(NC(=O)Nc2ccc3c(c2)OCO3)c1	11.2	-5.0	-6.7	2.1	97.8	-2.1	17.6	-9.7	2.2	-9.3
O=C(/C=C/c1ccc(O)cc1)c1ccccc1	0.5	-3.8	-8.0	5.1	99.4	-0.1	18.9	-15.9	-2.0	-3.3
C=CCC1CCC/C(=N\NS(=O)(=O)c2ccc(C)cc2)C1 (stereo not drawn)	-2.3	-1.2	4.2	13.4*	125.3	0.4	6.8	-49.1	-1.6	-10.2
CCN(CC)C(=O)C(=O)N/N=C/c1ccc(Cl)cc1Cl	27.2	-1.9	-10.7	-0.9	101.5	-5.8	1.5	-24.3	0.3	-3.9
CCOC(=O)c1cccnc1SCC(=O)Nc1ccc(C)cc1	0.3	-3.7	-6.0	0.2	93.5	-0.1	-1.7	-0.6	-3.8	-1.3
CC(=O)Nc1ccc(NC(=O)COc2ccc(-c3ccc(C#N)cc3)cc2)cc1	-5.3	-6.1	5.7	0.8	103.1	1.0	43.5	-1.9	7.0	7.6
O=C(Cc1c(Cl)cccc1Cl)Nc1ccncc1	5.7	-2.6	7.5	0.5	111.2	-1.1	-12.6	3.6	-2.2	5.6
COc1ccc(CC(=O)n2nc(-c3ccc(Cl)cc3)nc2NCc2ccco2)cc1	-4.3	-1.6	-3.2	1.0	97.7	0.8	0.5	-32.8	-2.5	3.9
N#C/C(=C\c1ccccc1)C(=O)NC1CC1	5.5	-3.1	0.8	3.0	104.3	-1.1	33.9	-11.3	-2.9	-0.2
COc1ccccc1NC(=S)NCc1cccs1	-5.4	-0.9	-3.2	-0.9	105.0	0.9	7.6	3.0	-0.4	-2.1
CN1CCCN(C(=O)c2ccc(Cl)s2)CC1	-2.4	3.4	-11.5	-2.4	107.8	0.3	-13.1	-18.2	-1.7	-8.2
Cc1ccc(CN2CCN(Cc3cccn3-c3ccccn3)CC2CCO)cc1 (stereo not drawn)	5.1	-0.7	-0.9	0.3	101.5	-1.0	1.6	-0.8	0.8	-1.4
CC(/C=C1\SC(=O)N(CCCC(=O)O)C1=O)=C\c1ccccc1	14.5	1.4	-8.2	0.0	102.4	-3.2	-3.5	4.7	2.9	-0.5
O=C(Cn1nnc(-c2cccs2)n1)NNC(=O)c1ccccc1Cl	5.8	8.9	-2.5	-2.4	112.7	-1.1	0.1	-22.1	0.5	0.7
COc1ccc(CNC(=O)c2cccc3c2C(=O)N(Cc2cccnc2)C3)cc1	9.2	-6.1	3.6	5.3	92.6	-1.6	-3.2	18.1	-0.2	-15.2
CC(=O)c1ccc(N2C(=O)[C@@H]3C(C(=O)CCN4C(=O)c5ccccc5C4=O)=NN[C@@H]3C2=O)cc1	13.1	0.5	-0.8	0.1	90.6	-2.6	14.3	-20.4	1.0	0.3
Cc1cc(F)ccc1S(=O)(=O)Nc1ccccc1C(=O)NCc1ccccn1	16.3	-0.3	3.8	-0.3	99.5	-3.5	-12.6	0.9	0.4	-9.9
O=C(OCCN1CCCCC1)c1cccc(F)c1	-10.6	-1.0	-1.6	2.1	97.0	2.2	33.0	-7.7	-3.0	6.5
SMILES	MOR-DOR inv ag	V-ATPase pH	PKA-R1A activ	HTR5A ag ctr	DSG3 Ab inh	OPRM1-OPRD1 ag	Arrestin-AP2 inh	HTR5A inv ctr	DAGLB inh	PKA-R2B act
Cc1ccc2c(c1)C1CN(C)CCC1N2S(=O)(=O)c1cc(C(F)(F)F)ccc1Cl (stereo not drawn)	/	5.9	11.8	/	102.3	/	3.1	/	-3.2	0.9
O=C(Nc1ccccc1C(=O)N1CCN(Cc2ccccc2)CC1)c1ccc(F)cc1	17.5	-3.2	-10.9	2.6	/	-3.4	4.2	-5.4	-1.6	2.3
O=C(Nc1ccc(OC(F)(F)F)cc1)Nc1cccnc1	16.4	0.3	-13.0	-1.5	112.4	-3.3	0.7	-7.1	0.3	-4.3
Cc1ccc(-n2ccnc2SCC(=O)c2c(N)n(C3CC3)c(=O)[nH]c2=O)cc1C	0.2	3.1	-6.0	-0.2	105.4	-0.1	22.1	10.0	0.9	0.3
CCc1ccccc1N(C(C)=O)c1nc(CCl)cs1	4.8	-3.4	-16.0	-1.5	95.8	-0.9	-3.5	35.5	0.5	-6.2
O=C(Nc1ccccc1-c1ccccc1)c1ccc(Br)o1	2.7	-5.5	-11.3	-1.1	110.0	-0.4	0.9	-13.9	-15.8	-12.5
